From PubChem
Integrin act MD: activators of alpha7 integrin expression for muscular dystrophy; Potency, µM (doses to about 38.3 µM), inactives show top-dose activation, hits mostly activators; alpha7betagal myoblasts, beta-gal FDG fluorescence, 48 h; hit rate 0.064% among 350,000; AID 624291;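 also: potency is read from the fitted curve at half-maximal effect; 100% = response of the positive control SU9516; nearly all actives have a fitted effect of over 60% in size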
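Alpha7betagal+/- myoblasts (passage 13) were plated 16-24 hr, then exposed to compounds (1:260 dilution of DMSO stock) for 48 hours at 37C. After MPER lysis, β-galactosidase reporter activity was read as FDG fluorescence (ex 480/em 540) after 30 minutes.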
TCR act: activates T cell receptor signaling | Potency, µM (highest dose often 9.22 µM), for inactives: top-dose activation of IL-2 secretion, most hits filed as activators | 330,000 tested, under 10 active | primary human leukocytes, anti-CD3, IL-2 HTRF, 48 h | AID 504894; also: % of control where 0% means no effect
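IL-2 produced over 48 hr by a-CD3 bead-stimulated primary human leukocytes exposed to compounds was detected with a homogeneous time-resolved FRET immunoassay, 665nm acceptor signal after 320nm excitation.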
TSG101-PTAP inh: blocks PTAP/TSG101 interaction to inhibit HIV-1 budding. Fluorescence polarization, FITC-PTAP peptide / Tsg101 binding. Q99816. Potency, µM (series often up to 115 µM), for the others: top-dose activity change, negative = inhibition, actives largely listed as inhibitors. AID 493005. 340,000 tested, under 10 active; active = well fitted inhibition curve with a large enough effect in the main read-out, with a control signal flat, not every such curve was filed as active; inconclusive = small, poorly fitted or top-dose-only effect, or effect the other way, or a change in a side signal; inactive = no such curve, though single readings can be large or run the other way; also: potency is read from the fitted curve at half-maximal effect; % of control where 0% means no effect
Target sequence (Q99816 whole entry, looked up): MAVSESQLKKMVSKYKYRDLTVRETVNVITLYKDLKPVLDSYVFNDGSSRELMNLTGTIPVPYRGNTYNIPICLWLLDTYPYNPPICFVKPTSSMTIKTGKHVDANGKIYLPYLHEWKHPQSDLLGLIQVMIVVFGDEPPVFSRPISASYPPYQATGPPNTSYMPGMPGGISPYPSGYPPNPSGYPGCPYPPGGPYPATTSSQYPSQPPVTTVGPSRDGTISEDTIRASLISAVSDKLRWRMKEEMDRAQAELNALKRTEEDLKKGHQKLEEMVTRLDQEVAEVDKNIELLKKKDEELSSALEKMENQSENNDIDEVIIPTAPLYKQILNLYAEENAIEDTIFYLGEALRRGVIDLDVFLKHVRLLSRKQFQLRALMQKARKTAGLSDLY
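Steps: Tsg101 binding domain dispensed (10 uM final), compounds pinned in DMSO, FITC-labeled PTAP-motif peptide added (50 nM final); after 20 min binding at room temperature, polarization measured.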
S-ASM inh: blocks human secretory acid sphingomyelinase; P17405; Potency, µM (highest dose often 57.5 µM), for inactives: at the highest dose activity change, negative = inhibition, actives largely listed as inhibitors; hit rate 0.006% among 340,000; placental ASM, HMU-PC fluorogenic substrate, 60 min; also: potency is read from the fitted curve at half-maximal effect
Target sequence (P17405 47-631 limits assumed): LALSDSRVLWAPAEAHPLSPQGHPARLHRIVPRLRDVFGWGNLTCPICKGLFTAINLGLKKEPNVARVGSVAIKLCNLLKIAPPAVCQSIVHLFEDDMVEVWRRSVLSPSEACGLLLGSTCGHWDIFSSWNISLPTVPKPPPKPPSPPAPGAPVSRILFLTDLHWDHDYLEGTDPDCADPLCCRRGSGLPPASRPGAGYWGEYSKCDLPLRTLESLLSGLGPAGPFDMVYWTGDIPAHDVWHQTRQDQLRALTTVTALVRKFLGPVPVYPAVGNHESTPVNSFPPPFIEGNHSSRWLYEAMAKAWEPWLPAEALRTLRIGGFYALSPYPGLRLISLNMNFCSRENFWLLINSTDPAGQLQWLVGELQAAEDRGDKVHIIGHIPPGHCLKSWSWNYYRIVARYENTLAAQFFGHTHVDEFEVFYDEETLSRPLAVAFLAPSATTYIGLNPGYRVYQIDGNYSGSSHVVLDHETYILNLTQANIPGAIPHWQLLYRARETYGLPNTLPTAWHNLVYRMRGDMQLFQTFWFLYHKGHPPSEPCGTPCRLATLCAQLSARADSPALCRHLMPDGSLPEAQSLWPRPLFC
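Human placenta-derived ASM enzyme was preincubated with compound for 10 minutes at room temperature, then given fluorogenic substrate HMU-PC0 (9 uM final) for 60 minutes at 37 °C; a pH 10 stop preceded fluorescence reading at Ex 386/Em 447 nm.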
* = called active by the depositor; ? = inconclusive; [ ] = remark or other dose. Unless noted, calls follow the shape of the dose curve; as a rule, active = well fitted curve in the direction sought with a large enough effect; inconclusive = small, poorly fitted or top-dose-only effect, or another doubt; inactive = no such curve, though single readings can be large; an effect the other way counts as inactive or inconclusive.

SMILES | Integrin act MD | TCR act | TSG101-PTAP inh | S-ASM inh
Cn1c(C(=O)NCCCN2CCN(c3ccc(F)cc3)CC2)cc2c(=O)n(C)c3ccccc3c21 | 26% | -2% | 0% | -6%
O=C(Nc1ccccc1)c1cn(CCBr)cn1 | ? | 12% | -1% | 7%
O=[N+]([O-])c1cccc(COc2cccc(CN3CCCC3)c2)c1 | -7% | -1% | -6% | 2%
CCCNC(=O)N1C2=NC(C(=O)OC)=C(C(=O)OC)[C@@H]3N(Cc4ccccc4)c4ccccc4[C@]23C[C@H]1CO | 1% | -1% | -6% | 1%
CCC(C(=O)NC1CCCC1)N(C(=O)Cn1nnc(-c2ccc(C)cc2)n1)C1CCCC1 (centres undefined) | -23% | -3% | -1% | -28%
Cc1cc(C)c(C(=O)c2cccs2)c(C)c1 | 3% | 4% | 3% | 2%
C=C(CCO)C1=CCN(S(=O)(=O)C(C)(C)C)[C@@H]1CCO | -6% | -6% | 0% | 4%
CCN1CCC(CN2CCNC2=S)CC1 | -7% | 2% | -4% | 0%
Nc1nc(-c2ccccc2)ns1 | -9% | 5% | -2% | -3%
O=[N+]([O-])c1cccc(C=NN2CCCCCC2)c1 | 3% | 2% | 1% | -7%
Cc1cccc(NC(=O)CSCC(=O)Nc2ccc(N3CCOCC3)cc2N2CCOCC2)c1 | ? | -11% | 0% | 0%
CN(c1ccccc1)c1ncnc2c1ncn2C | -11% | -5% | -3% | 1%
CCOC1=C(C#N)CC2(CC1)c1ccccc1-c1ccccc12 | -12% | 6% | -1% | -1%
CCN(C(=O)COC(=O)c1cc2ccccc2cc1OC)c1c(N)n(Cc2ccccc2)c(=O)[nH]c1=O | 20% | -3% | -7% | 124%[activator]
COc1cc(OC)c(C(=O)Nc2ncn[nH]2)cc1OC | 3% | -7% | -6% | 1%

The list goes on; it opens with the five that closed the last part.
SMILES | Integrin act MD | TCR act | TSG101-PTAP inh | S-ASM inh
Cc1cccc(NC(=O)CSCC(=O)Nc2ccc(N3CCOCC3)cc2N2CCOCC2)c1 | ? | -11% | 0% | 0%
CN(c1ccccc1)c1ncnc2c1ncn2C | -11% | -5% | -3% | 1%
CCOC1=C(C#N)CC2(CC1)c1ccccc1-c1ccccc12 | -12% | 6% | -1% | -1%
CCN(C(=O)COC(=O)c1cc2ccccc2cc1OC)c1c(N)n(Cc2ccccc2)c(=O)[nH]c1=O | 20% | -3% | -7% | 124%[activator]
COc1cc(OC)c(C(=O)Nc2ncn[nH]2)cc1OC | 3% | -7% | -6% | 1%
C#CCNC(=O)C1=C[C@@H](c2ccc(C#C)cc2)C[C@@H](OCc2ccc(CO)cc2)O1 | 1% | -2% | -8% | 1%
Cc1cc(C)c(-c2c(O)c3cccnc3n(C)c2=O)c(C)c1 | 34% | 6% | -3% | 10%
O=S(=O)(c1c(F)cccc1F)N(CCc1ccc(F)cc1)C[C@@H](O)COCc1ccccc1 | 9% | 5% | -7% | -12%
CCCCCC(=O)N(Cc1ccccc1)c1c(N)n(CCOC)c(=O)[nH]c1=O | 14% | 0% | -2% | 10%
CC(C)NC(=O)Nc1ccc2c(c1)C(=O)N([C@H](C)CO)C[C@H](C)[C@@H](CN(C)C(=O)NC(C)C)O2 | 29% | -4% | -2% | -8%
COc1ccc(S(=O)(=O)N2c3ccc(F)cc3CCC2C)cc1 (centres undefined) | -36% | 1% | -1% | -1%
Cn1c(=O)c2c(nc(OC3CCCC3)n2C)n(C)c1=O | 10% | 1% | -3% | 2%
COc1ccc(-c2nnc(N)s2)cc1OC | -14% | 3% | -4% | -2%
Nc1ccc(S(=O)(=O)NN=CC=Cc2ccccc2[N+](=O)[O-])cc1 | 0% | 2% | -3% | 3%
CCO[C@H]1OC(C(=O)NCc2nc3ccccc3[nH]2)=C[C@@H](c2ccc(Br)cc2)[C@@H]1CCCO | 22% | -3% | 0% | -7%
O=C(c1ccc(Br)cc1)c1coc2ccc(O)cc12 | 9% | 3% | -1% | -3%
CCOC(=O)Cn1c(CN(C)Cc2ccccc2)nc2c1c(=O)n(C)c(=O)n2C | -7% | 3% | -4% | -1%
CCC12C(=Nc3c(Cl)cccc31)C[C@@H]1CCN3C(=O)CCC[C@H]2[C@H]13 (some centres undefined) | 0% | -24% | -8% | 9%
Cc1ccc(Cn2c(C(C)Nc3nc(-c4ccc(Cl)cc4)cs3)nc3cc(C(=O)NCCCO)ccc32)cc1 (centres undefined) | -32% | -3% | -9% | -16%
CC(=O)Nc1ccc(S(=O)(=O)N2c3ccc(F)cc3CCC2C)cc1 (centres undefined) | -24% | 3% | 1% | -1%
Cc1cc(C)n(-c2nc3sc4c(c3c3nnc(SC(C)C)n23)CC(C)(C)OC4)n1 | 3% | -11% | -3% | 3%
O=C1CC(C(=O)O)NC(=S)N1 (centres undefined) | -26% | 1% | -5% | 2%
CCn1c(SC)nnc1-c1ccc(S(=O)(=O)N2CCCCC2)cc1 | 1% | -3% | -4% | 1%
CCc1nc(SCC(=O)Nc2nnc(C(C)C)s2)n[nH]1 | 2% | 2% | 1% | -1%
CCOC(=O)C1=C(COC(=O)CNS(=O)(=O)c2c(F)cc(F)cc2Br)NC(=O)NC1C (centres undefined) | 30% | -6% | -8% | 1%
CC(C)(C)S(=O)N1Cc2ccc(CO)cc2[C@H]1CCO (some centres undefined) | 10% | 0% | -6% | 1%
C=C(CCO)C1=CCN(S(=O)C(C)(C)C)[C@@H]1CCO (some centres undefined) | 22% | -6% | -3% | 5%
CN(C)C(CNC(=O)c1cc(S(=O)(=O)N2CCOCC2)ccc1Cl)c1cccs1 (centres undefined) | -12% | 3% | 1% | 6%
O=C1OC(CN(Cc2ccccc2)Cc2ccccc2)CN1N=Cc1ccc([N+](=O)[O-])o1 (centres undefined) | -13% | 2% | -6% | -3%
O=C(NCc1ccccc1)C1(C(F)(F)F)C/C(=C/CCO)CCCO1 (centres undefined) | -1% | -3% | -5% | 8%
O=C(NC1CCCCC1)N1CCN(Cc2nc3ccccc3c(=O)[nH]2)CC1 | 17% | -1% | -4% | 2%
O=C(N/N=C/c1c(O)ccc2ccccc12)Nc1ccccc1 | 0% | 2% | 5% | 347%[activator]
Nc1ccc2c(c1)C(=NO)c1cc([N+](=O)[O-])ccc1-2 | -23% | 5% | -1% | -12%
CCCC(=O)Nc1cc(-c2nnc(OC)c3ccccc23)ccc1N1CCOCC1 | -7% | 0% | -7% | -1%
O=C(Cc1ccc([N+](=O)[O-])cc1)Oc1ccccc1 | ? | -3% | 1% | -3%

Compound profiles (already shown).
Shown for `CC(C)(C)S(=O)N1Cc2ccc(CO)cc2[C@H]1CCO` (some centres undefined) : Integrin act MD = 10%; TCR act = 0%; TSG101-PTAP inh = -6%; S-ASM inh = 1%
Shown for `O=C(NCc1ccccc1)C1(C(F)(F)F)C/C(=C/CCO)CCCO1` (centres undefined) : Integrin act MD = -1%; TCR act = -3%; TSG101-PTAP inh = -5%; S-ASM inh = 8%

Carrying on.
SMILES | Integrin act MD | TCR act | TSG101-PTAP inh | S-ASM inh
CN1CCC(N(C)C(=O)/C(C#N)=C\c2ccc(OC(F)F)cc2)CC1 | -4% | 2% | -3% | 5%
COC(=O)c1ccc(Cn2cnc3c(N)ncnc32)cc1 | ? | 2% | -1% | -1%
CCN(c1ccc2c(c1)OCO2)S(=O)(=O)c1cc2c(cc1Br)CCN2C(=O)C1CC1 | -8% | -14% | 0% | -2%
O=C(CCc1ccccc1)Nc1ccccc1OC(=O)c1ccccc1 | 10% | 5% | -1% | -4%
O=C1C=C(c2cc3ccccc3s2)CCC1 | -5% | -7% | -3% | -4%
CC(=O)Nc1ccc2c(c1)C(=Nc1cccc(C)c1)c1ccccc1-2 | 0% | 13% | -5% | -25%
Cc1cccc(-c2nnc(-c3ccc4ccccc4c3)o2)c1 | 0% | 3% | -1% | -9%
Cc1ccc(S(=O)(=O)N2CCN(C(=O)COC(=O)Cc3c(F)cccc3Cl)CC2)c(C)c1 | 21% | 3% | -4% | -4%
O=CNc1c(Br)cc2c(c1Br)Cc1cc(Br)ccc1-2 | 0% | -3% | 0% | 1%
O=C(O)c1ccc(NS(=O)(=O)Cc2ccc(Cl)c(Cl)c2)cc1 | -9% | -3% | 2% | 4%
O=C(/C=C/c1ccc(Cl)cc1)N1CCN(CCN2C(=O)c3cccc4cccc(c34)C2=O)CC1 | 17% | -3% | -1% | -10%
Cc1ccc(C2/C(=C(\O)c3c(C)nc4c(C)cccn34)C(=O)C(=O)N2CCN(C)C)o1 (centres undefined) | 41% | 0% | -1% | -2%
COC(C/C=C\[C@H](O)[C@@H](C)OCc1ccccc1)OC | 33% | 4% | 1% | 1%
NC(=N\N=CCc1ccccc1)/C(N)=N/N=CCc1ccccc1 | 13% | 0% | -5% | -7%
CCCCCOc1cccc(C2C(C(=O)c3cccs3)=C(O)C(=O)N2CCN2CCOCC2)c1 (centres undefined) | 2% | -4% | 1% | -3%

Entries above that contain an aryl thioether with sulfur outside any ring, in the order listed:
SMILES | Integrin act MD | TCR act | TSG101-PTAP inh | S-ASM inh
Cc1cc(C)n(-c2nc3sc4c(c3c3nnc(SC(C)C)n23)CC(C)(C)OC4)n1 | 3% | -11% | -3% | 3%
CCn1c(SC)nnc1-c1ccc(S(=O)(=O)N2CCCCC2)cc1 | 1% | -3% | -4% | 1%
CCc1nc(SCC(=O)Nc2nnc(C(C)C)s2)n[nH]1 | 2% | 2% | 1% | -1%

(cont.)
SMILES | Integrin act MD | TCR act | TSG101-PTAP inh | S-ASM inh
CSc1nc(N)nc2c1ncn2C1OC(CO)CC1O (centres undefined) | 4% | -10% | -1% | -4%
O=C(Nc1ccc2nc3n(c(=O)c2c1)CCCC3)c1cccnc1Cl | 1% | 1% | -2% | 0%
O=C(NNC(=O)C1CC=CCC1)c1cccc(Br)c1 (centres undefined) | 23% | 6% | 0% | -3%
COc1cc(C(=O)CCc2ccc3c(c2)OCO3)cc(OC)c1OC | -4% | 9% | -6% | 1%
Cc1ccc(S(=O)(=O)N2CCN(C(=O)COC(=O)c3ccc(Cl)c(S(N)(=O)=O)c3)CC2)c(C)c1 | -10% | -1% | 0% | 0%
Nc1c2c(=O)[nH]c(O)cc2nn1-c1ccccc1 | -21% | 5% | -10% | 5%
C[C@H]1CN(S(=O)C(C)(C)C)[C@H](CCO)/C1=C\CCO (some centres undefined) | -20% | 1% | 0% | 13%
O=C(CCC1CCCCC1)Nc1cccc(C(=O)Nc2ccc(C(=O)O)cc2)c1 | 19% | 1% | -3% | 5%
CC(C)CC(=O)N1CCN(c2ccc([N+](=O)[O-])c(NCc3ccccc3)c2)CC1 | -14% | -7% | -4% | ?
COc1ccc(CNC(=O)Nc2ccc([N+](=O)[O-])cc2)cc1 | -1% | -4% | -17% | 0%
COc1cc2c(cc1OC)C(C)N(CCc1ccc(Cl)cc1)CC2 (centres undefined) | -4% | 2% | -2% | 9%
CCCS(=O)(=O)Nc1ccc(Nc2c3ccccc3nc3ccccc23)c(OC)c1 | -46%[inhibitor] | -12% | -6% | 187%[activator]
CCN(CC(=O)Nc1ccc(NC(C)=O)cc1)C(=O)c1cccc(N2C(=O)c3ccccc3C2=O)c1 | 4% | 1% | -1% | 0%
CCN1/C(=C/c2ccc3cc(C)ccc3[n+]2CC)Sc2ccc3sccc3c21 | ? | 16% | 3% | -7%

Only part of the results is shown (hit frequency here may not be typical).
